Screens deposited in PubChem BioAssay by National Center for Advancing Translational Sciences (NCATS).
USP1-UAF1 inh: Inhibitors of USP1/UAF1: Primary Screen | recombinant USP1/UAF1, Ub-Rhodamine cleavage fluorescence | Potency, µM (top dose mostly 57.1 µM), inactives show top-dose activity change, negative = inhibition, hits mostly inhibitors | 390,000 compounds, 0.23% hits | Ubiquitin carboxyl-terminal hydrolase 1 (Homo sapiens), O94782; also: potency is read from the fitted curve at half-maximal effect; % is scaled to controls: 0 for no effect and ±100 for the full control effect; nearly all actives have a fitted effect of over 60% in size; inactives centre near -12
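In this screen, compounds sit with the deubiquitinase complex (1nM) for 15 min at room temperature before Ub-Rho is added at 150nM final. Fluorescence rise is then followed for 6 reads every 60 seconds.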
Vif-APOBEC3G blk: qHTS for Inhibitors of Vif-A3G Interactions: qHTS. 410,000 compounds, 0.076% hits. DNA dC->dU-editing enzyme APOBEC-3G (Homo sapiens), Q9HC16. Potency, µM (titrated, usually from 46.1 µM), inactives show at the top dose activity, negative = active, most hits filed as inhibitors. AID 602310, 2012. HeLa A3G-eYFP + Vif (tagged APOBEC3G with the HIV-1 protein that degrades it), YFP fluorescence, overnight;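 also: potency is read from the fitted curve at half-maximal effect; % is scaled to controls: 0 for no effect and ±100 for the full control effect; nearly all actives have a fitted effect of over 60% in size; hits raise eYFP signal because A3G escapes Vif-driven loss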
Target sequence (Q9HC16 whole entry, looked up): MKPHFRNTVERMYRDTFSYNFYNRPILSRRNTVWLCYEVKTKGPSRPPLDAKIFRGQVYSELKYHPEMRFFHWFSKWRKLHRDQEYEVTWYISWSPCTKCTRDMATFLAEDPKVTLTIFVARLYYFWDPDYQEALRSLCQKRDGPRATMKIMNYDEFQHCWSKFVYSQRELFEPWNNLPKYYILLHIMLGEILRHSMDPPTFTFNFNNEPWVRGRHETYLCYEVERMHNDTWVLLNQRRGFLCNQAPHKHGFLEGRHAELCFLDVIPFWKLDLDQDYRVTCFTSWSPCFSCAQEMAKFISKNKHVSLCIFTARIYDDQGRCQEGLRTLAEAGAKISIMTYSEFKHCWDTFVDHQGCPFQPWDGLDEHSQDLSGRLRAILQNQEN
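HeLa cells stably expressing Vif and C-terminally eYFP-tagged A3G, seeded overnight at 37 deg C, then exposed to compound by pintool overnight at 37 deg C. Rise in yellow fluorescence (Ex 488/Em 500-530, Acumen) marks blocked Vif-driven A3G degradation.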
Glioma ERSR ind: qHTS for Inducers of the Endoplasmic Reticulum Stress Response (ERSR) in Human Glioma: qHTS | U87-MG GRP78 promoter luciferase reporter, 16 h | Potency, µM, inactives show at the highest dose activation, usual class: activators | 420,000 compounds, 0.02% hits; also: potency is read from the fitted curve at half-maximal effect; series mostly up to about 76 µM; % of control where 0% means no effect; nearly all actives have a fitted effect of over 35% in size
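Stably transfected U87-MG glioma cells carrying a GRP78-based luciferase sensor; 16 h compound incubation. Luminescence end-point read 10 min after Bright-Glo addition at room temperature.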
RGS4 inhibitor: Inhibitors of Regulator of G Protein Signaling (RGS) 4: qHTS; AID 504845, 2011; Potency, µM (titrated, usually from 114 µM), inactives show at the highest dose activity change, negative = inhibition, hits mostly inhibitors; Transcreener GDP fluorescence polarization, RGS4-accelerated GTP hydrolysis; 390,000 compounds, 0.039% hits; Regulator of G-protein signaling 4 (Homo sapiens), P49798; also: potency is read from the fitted curve at half-maximal effect; % is scaled to controls: 0 for no effect and ±100 for the full control effect; nearly all actives have a fitted effect of over 75% in size; some results filed as inactive show a strong effect at the top dose
Target sequence (P49798 whole entry, looked up): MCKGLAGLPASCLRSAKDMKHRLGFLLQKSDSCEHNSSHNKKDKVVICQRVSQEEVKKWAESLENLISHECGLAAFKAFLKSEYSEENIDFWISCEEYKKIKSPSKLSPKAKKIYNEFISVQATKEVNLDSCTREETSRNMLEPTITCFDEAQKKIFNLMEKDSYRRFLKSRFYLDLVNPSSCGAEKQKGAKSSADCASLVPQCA
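MLSMR compounds (23 nl, pin-transferred) preincubated 10 min at room temperature with a 500nM (2x) first reagent, then RGS4 at 900nM (2x) plus Transcreener GDP mix added; fluorescence polarization (620/688 nm) read before and after 90 min at 30 °C.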
LDHA inh: qHTS assay for inhibitors of human lactate dehydrogenase. purified LDHA, NADH/diaphorase-resazurin fluorescence; hits give low values. activity change, % (values are at about 110 or 230 µM). 480,000 compounds, 0.15% hits. AID 1347041, 2019; in the data active = activity change below about -30%; inconclusive = mostly about -25% to -30%;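 also: plate controls were DMSO wells for no effect and wells without enzyme for full effect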
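LDH5 2 nM; NADH 0.06 mM, pyruvate 0.2 mM; 200 mM Tris pH 7.4, EDTA, Tween-20; 5 min RT. Detection: diaphorase 0.133 mg/mL + resazurin 37 µM, fluorescence ex540/em590 at 0 and 20 min; normalized to enzyme-free and DMSO wells.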
mIDH1 inhibitor: qHTS for Inhibitors of mutant isocitrate dehydrogenase 1 (IDH1): qHTS. AID 602179, 2012. Potency, µM (titrated, usually from 76.6 µM), without a hit: top-dose activity change, negative = inhibition, hits mostly inhibitors. 390,000 compounds, 0.093% hits. Isocitrate dehydrogenase [NADP] cytoplasmic (Homo sapiens), O75874. IDH1-R132H enzyme, NADPH consumption, diaphorase/resazurin fluorescence; also: potency is read from the fitted curve at half-maximal effect; % is scaled to controls: 0 for no effect and ±100 for the full control effect; nearly all actives have a fitted effect of over 65% in size
Target sequence (O75874 whole entry R132H, stated change not applied): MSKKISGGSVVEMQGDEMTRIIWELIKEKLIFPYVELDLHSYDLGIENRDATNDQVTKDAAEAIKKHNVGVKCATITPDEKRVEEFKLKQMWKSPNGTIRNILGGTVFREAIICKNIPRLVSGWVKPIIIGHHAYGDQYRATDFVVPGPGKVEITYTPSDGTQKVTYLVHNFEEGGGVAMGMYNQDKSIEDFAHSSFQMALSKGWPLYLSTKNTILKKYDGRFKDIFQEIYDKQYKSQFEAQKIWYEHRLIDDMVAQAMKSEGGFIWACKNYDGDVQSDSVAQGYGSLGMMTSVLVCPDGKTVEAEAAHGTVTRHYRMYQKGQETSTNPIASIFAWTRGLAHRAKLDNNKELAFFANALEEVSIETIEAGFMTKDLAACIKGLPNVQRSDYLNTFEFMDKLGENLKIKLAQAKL
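IDH1-R132H (0.5 ug/mL dispensed) in pH 7.5 Tris buffer was preincubated 30 min with compound, then given a substrate mix of 0.016 mM NADPH and 2 mM alpha-KG for 80 min at room temperature; remaining NADPH was read by diaphorase/resazurin fluorescence.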
rTrxR1 inhibitor: qHTS Assay for Inhibitors of Mammalian Selenoprotein Thioredoxin Reductase 1 (TrxR1): qHTS | Potency, µM (series often up to 114 µM), for the others: top-dose activity change, negative = inhibition, hits mostly inhibitors | 390,000 compounds, 1% hits | AID 588453, 2011 | Thioredoxin reductase 1, cytoplasmic (Rattus norvegicus), O89049 | recombinant rTrxR1, NADPH fluorescence consumption, selenite substrate; also: potency is read from the fitted curve at half-maximal effect; % is scaled to controls: 0 for no effect and ±100 for the full control effect; nearly all actives have a fitted effect of over 65% in size
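Rat TrxR1 (90 nM in the dispensed reagent) was pre-reduced with 400 uM NADPH for 5 min at room temperature, then incubated with compound for 15 min. After 400 uM selenite was added, NADPH fluorescence (Ex 340/Em 450 nm) was followed for 8 min.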
Vif-APOBEC3F blk: qHTS for Inhibitors of Vif-A3F Interactions: qHTS | Potency, µM (top dose mostly 46.1 µM), inactives show top-dose activity, negative = active | HeLa A3F-eYFP + Vif (tagged APOBEC3F with the HIV-1 protein that degrades it), YFP fluorescence increase | 390,000 compounds, 0.2% hits | AID 602313, 2012; also: potency is read from the fitted curve at half-maximal effect; % of control where 0% means no effect; nearly all actives have a fitted effect of over 65% in size
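Fluorescence increase (Ex 488/Em 500-530) after overnight compound treatment at 37 deg C flags inhibition of Vif-driven A3F-eYFP loss in stable HeLa A3F-eYFP/Vif cells seeded overnight beforehand.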
TrxR1 substrate: qHTS Assay for Substrates of Mammalian Selenoprotein Thioredoxin Reductase 1 (TrxR1): qHTS. purified TrxR1 substrate turnover, NADPH consumption readout. Potency, µM (series often up to 114 µM), without a hit: top-dose activity change, negative = substrate turnover. 390,000 compounds, 0.01% hits. AID 588456, 2011; also: potency is read from the fitted curve at half-maximal effect; % is scaled to controls: 0 for no effect and ±100 for the full control effect; nearly all actives have a fitted effect of over 50% in size
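Rat TrxR1, dispensed at 90 nM, was prereduced with 400 uM NADPH (final) for 5 min at ~22 deg C, then incubated with compound 15 min before 400 uM selenite. A first-read NADPH fluorescence drop versus no-compound background flagged substrates.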
The depositor's hits bear a star; ? = inconclusive; / = not tested or not shown; [ ] = another dose, or the depositor's remark. Unless noted, calls follow the shape of the dose curve; as a rule, active = well fitted curve in the direction sought with a large enough effect; inconclusive = small, poorly fitted or top-dose-only effect, or another doubt; inactive = no such curve, though single readings can be large; an effect the other way counts as inactive or inconclusive. A portion of the library; count on the stated rates, not on these rows.

smiles	USP1-UAF1 inh	Vif-APOBEC3G blk	Glioma ERSR ind	RGS4 inhibitor	LDHA inh	mIDH1 inhibitor	rTrxR1 inhibitor	Vif-APOBEC3F blk	TrxR1 substrate
Cc1ccc(OCC(=O)NN=C2C3CC4CC(C3)CC2C4)cc1	-22.1%	1.1%	-5.7%	10.1%	-6.9	0.4%	15.9%	-5.8%	3.7%
Cc1cc(C)cc(N(CC(=O)NC(C)C)C(=O)CCC(=O)Nc2ccccn2)c1	-1.6%	3.4%	-2.3%	26.6%	-2.2	-2.6%	14.9%	8.6%	-0.5%
COc1ccc(-c2csc(-c3c(N)c(C(=O)c4ccccc4)n4ccccc34)n2)cc1OC	-12.5%	/	/	9.1%	-5.4	/	3.2%	/	-1.1%
COc1ccc(-c2ccnc3nc(-n4cccc4)nn23)cc1	-9.8%	-8.2%	-6.6%	-47.0%	7.9	10.1%	6.5%	-11.1%	10.9%
CCc1sc(C(=O)NCCc2ccc(S(N)(=O)=O)cc2)cc1Br	-14.8%	-1.7%	-2.1%	11.9%	-1.4	14.3%	25.9%	-4.6%	8.6%
COc1ccc(NS(=O)(=O)c2cc(NC(=O)c3cnccn3)ccc2N2CCCC2)cc1	-4.5%	-21.4%	0.9%	?	-2.6	-1.8%	5.0%	-1.0%	-4.5%
CCCC1=C(C(=O)OCC)C(c2ccccc2OC)NC(=O)N1 (stereo unspecified)	-11.5%	-0.9%	0.1%	20.6%	-4.9	12.0%	10.6%	-5.4%	-3.7%
Cc1nc(-c2coc3cc(C)c(N=O)c(O)c3/c2=N\N)cs1	2.6%	-1.3%	-2.1%	3.5%	-0.5	4.7%	-2.8%	10.1%	2.7%[57.1 µM]
COCCNC(=O)CN1C(=O)NC2(CCCc3ccccc32)C1=O (stereo unspecified)	-6.4%	-0.6%	-9.7%	10.4%	-13.7	17.9%	23.1%	-3.7%	1.6%
C=CCS(=O)(=O)N1CCCC(N2CCN(c3ccccc3OC)CC2)C1 (stereo unspecified)	-22.7%	1.6%	-2.3%	24.2%	-2.5	1.5%	19.8%	3.0%	-0.6%
O=C(O)c1ccc(Oc2ccc(C(F)(F)F)cn2)cc1	-3.1%	-2.8%	3.8%	-26.8%	-8.9	4.6%	26.9%[57.1 µM]	4.0%	-15.8%[57.1 µM]
CCN1C(=O)[C@H]2[C@@H](c3ccc(C)cc3)N3C(=O)N(c4ccc(C)cc4)C(=O)[C@@]3(C)[C@H]2C1=O	-14.6%	5.6%	-2.2%	1.1%	-2.2	-2.4%	8.6%	2.3%	-2.9%
N#C/C(C(=O)NCCc1ccccc1)=C1/N=C(NC(=O)c2cccs2)c2ccccc21	-14.4%	?	-0.6%	-5.2%	-2.2	5.5%	-7.4%	-22.8%	-11.0%
COC(=O)c1cc(CNC(=O)c2ccc(O)c(Cl)c2)ccc1OC	1.7%	0.3%	-1.9%	13.4%	0.9	0.4%	-5.5%	-13.2%	-10.2%
Cc1cccc2sc(NC(=O)CSc3nnnn3C)nc12	-8.0%	-5.0%	0.2%	23.3%	-2.9	-5.1%	5.6%	0.1%	-1.0%
O=C(CN1CCN(c2ccc(F)cc2)CC1)Nc1ccc(F)c(F)c1	-7.6%	0.4%	-4.0%	4.1%	-2.2	4.6%	-0.2%[57.1 µM]	-5.4%	1.3%[57.1 µM]
COC(=O)c1ccccc1NC(=O)N(Cc1ccc(C)cc1)Cc1cccn1-c1nnc(N2CCCC2=O)s1	-11.2%	1.0%	-1.4%	11.0%	2.9	1.5%	8.6%	5.3%	3.1%
O=C1c2ccccc2C(=O)C1c1ccncc1	-15.8%	1.3%	-12.0%	-7.3%[11.4 µM]	-15.0	2.0%	-2.9%[57.1 µM]	0.5%	-0.5%[57.1 µM]
Cc1ccccc1-n1c(C)cc(/C=N/Nc2ccc([N+](=O)[O-])cn2)c1C	-14.0%	-6.6%	-7.2%	-17.1%	-0.1	2.9%	0.0%	0.9%	-9.5%
Cc1cccc(NC(=O)[C@@H](CC(C)C)NC(=O)[C@@H]2Cc3ccccc3CN2)c1	-16.4%	3.4%	1.2%	3.0%	-2.2	-13.3%	5.4%	6.3%	-1.6%
CCOc1ccc(Nc2nc(Cc3nnc(SCC(=O)NC4CCCCC4)n3C)cs2)cc1	-17.4%	3.3%	-3.7%	-11.8%	-1.4	3.5%	8.7%	1.6%	4.6%
Cc1cccc(NCc2nc3ccccc3n2CCOc2ccccc2C)c1	0.0%	0.0%	-1.9%	-12.5%	2.8	6.0%	9.0%	?	19.2%
C/C(N)=C(/C#N)C(=O)COC(=O)CCC1CCCC1	-13.3%	-0.3%	-2.9%	-15.3%	-6.3	-2.6%	-3.8%	/	-6.0%
CCOC(=O)C/C(N)=N/N(C)c1ncc(C(F)(F)F)cc1Cl	-11.0%	-9.6%	0.6%	-33.4%	2.1	0.0%	-3.6%[57.1 µM]	11.5%	-28.6%[57.1 µM]
COc1cc(/C=N/NC(=O)CCn2nnc3ccccc32)ccc1O	-19.1%	0.1%	0.6%	-11.5%	-5.3	-1.6%	18.0%	-2.5%	-1.8%
CCOC(=O)C1CCCN(C(=O)c2cccc(NC(=O)c3nsc4ccccc34)c2)C1 (stereo unspecified)	-7.8%	-14.7%	-2.2%	-9.5%	3.2	0.0%	13.5%[57.1 µM]	-5.4%	0.3%[57.1 µM]
COc1ccc(C(=O)Nc2cc3c4c(c2)CC(=O)N4CCC3)cc1	-14.5%	-15.4%	5.5%	-16.5%	2.1	10.2%	-11.9%	7.5%	-6.9%
CC(NC(=O)Nc1ccc(F)cc1F)c1ccncc1 (stereo unspecified)	-12.8%	0.8%	2.3%	10.4%	0.0	1.5%	-15.6%	3.6%	-1.8%
Cc1ccc(C(=O)Nc2ccccc2N2CCN(C(=O)C(C)C)CC2)cc1C	-8.0%	1.2%	-3.0%	23.6%	0.6	-2.0%	9.1%[57.1 µM]	5.0%	-0.9%[57.1 µM]
Cc1ccc(S(=O)(=O)N2CCC[C@H]2C(=O)OCc2cc(=O)oc3cc(C)ccc23)cc1	?	3.2%	-0.9%	-7.7%	1.7	-2.2%	35.1%	0.9%	11.5%
Cc1ccccc1-n1nc2c(c1NC(=O)c1cc3ccccc3o1)CS(=O)(=O)C2	-16.8%	-1.5%	-5.4%	-23.6%	-1.3	0.4%	-15.8%	5.4%	-0.4%
O=C(CS(=O)(=O)c1cn(Cc2cccc(F)c2)c2ccccc12)N1CCOCC1	-18.4%	-3.8%	-2.1%	-8.0%	-11.2	0.0%	5.1%	-1.0%	3.9%
CC1(C)N=C(N)NC(Nc2ccc(Cl)cc2)=N1	-19.3%	0.0%	-5.0%	5.4%	-8.8	-7.3%	11.3%[2.29 µM]	7.5%	8.3%[57.1 µM]
CCc1cccc(C)c1NC(=O)c1cc(S(=O)(=O)N2CCOCC2)cn1C	-5.7%	4.6%	-1.4%	-4.6%	-2.8	0.4%	7.5%	3.3%	0.0%
CC1(C)CC(=O)/C(=C(\O)CCCN2C(=O)c3ccccc3C2=O)C(=NCC(=O)O)C1	-21.1%	-1.4%	-4.7%	-4.9%	-2.6	0.0%	11.0%	-8.7%	0.7%
COc1cc(C(C)=O)ccc1OC(C)C(=O)Nc1ccc(S(=O)(=O)N2CCCC2)cc1 (stereo unspecified)	-9.9%	-2.0%	-7.1%	-5.4%	-1.9	15.3%	12.2%	2.7%	0.5%
COc1ccccc1NS(=O)(=O)c1ccc(C)c(NS(=O)(=O)c2cc(NC(C)=O)ccc2OC)c1	-13.3%	-1.7%	-3.7%	-19.4%	-1.5	-1.0%	8.6%	9.9%	-7.6%
CSc1nc2nc3c(cc2c(=O)[nH]1)C(O)Oc1ccc(C)cc1-3 (stereo unspecified)	-5.2%	0.7%	-0.4%	18.6%	-8.0	-7.9%	10.5%	2.2%	10.0%
CCOc1ccc(NC(=O)Cn2nc(CC)n3c(cc4sccc43)c2=O)cc1	-9.3%	3.7%	-3.2%	-10.1%	-1.9	-2.3%	17.9%	5.8%	0.9%
